OX1R FRET antag = antagonists of human orexin 1 receptor (OX1R); Orexin/Hypocretin receptor type 1 (Homo sapiens), O43613; OX1R-expressing cells, FRET antagonist read-out; inhibition, % at 6.6 µM; actives 1.8% (n = 330,000); AID 485270, 2010; in the data active means inhibition mostly above about 38%, no sharp cut-off; inactive means mostly below about 40%;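 further: 0% = agonist challenge alone and 100% = reference antagonist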
Target sequence (O43613 whole entry, looked up): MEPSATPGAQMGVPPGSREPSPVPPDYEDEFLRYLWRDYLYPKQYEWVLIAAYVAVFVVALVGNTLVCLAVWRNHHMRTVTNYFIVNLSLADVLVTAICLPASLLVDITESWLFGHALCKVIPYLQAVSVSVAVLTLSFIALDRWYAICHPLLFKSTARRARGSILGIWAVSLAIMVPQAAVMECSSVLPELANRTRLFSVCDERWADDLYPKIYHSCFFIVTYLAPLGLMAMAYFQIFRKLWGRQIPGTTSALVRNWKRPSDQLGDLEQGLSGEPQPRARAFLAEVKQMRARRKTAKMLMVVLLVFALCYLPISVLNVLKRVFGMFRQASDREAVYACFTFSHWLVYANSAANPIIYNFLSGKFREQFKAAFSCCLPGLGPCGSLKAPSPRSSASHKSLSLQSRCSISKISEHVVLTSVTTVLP
KCNQ2 inh = KCNQ2 potassium channel inhibitors, primary screen, cell-based, CHO-K1, FluxOR thallium flux, B-score (AID 2156); 20 min; stronger effect = lower value; B-score at 10 µM; actives 1.1% (n = 310,000);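 active means fluorescence ratio B-score at most minus 3 library SDs, with starting brightness B-score within 2 library SDs, cut at about -5.5 in these data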
STK33 inh = inhibitors of purified STK33 kinase, primary screen, biochemical, ADP-Glo luminescence, homogeneous, cell-free; MBP phosphorylation; AID 2661, 2010; inhibition, % at 10 µM; actives 0.073% (n = 320,000); Serine/threonine-protein kinase 33 (Homo sapiens), Q9BYT3;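 active means inhibition at or above 25%, using the most active replicate where run in duplicate; inactive means inhibition below 25%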
Target sequence (Q9BYT3 whole entry, looked up): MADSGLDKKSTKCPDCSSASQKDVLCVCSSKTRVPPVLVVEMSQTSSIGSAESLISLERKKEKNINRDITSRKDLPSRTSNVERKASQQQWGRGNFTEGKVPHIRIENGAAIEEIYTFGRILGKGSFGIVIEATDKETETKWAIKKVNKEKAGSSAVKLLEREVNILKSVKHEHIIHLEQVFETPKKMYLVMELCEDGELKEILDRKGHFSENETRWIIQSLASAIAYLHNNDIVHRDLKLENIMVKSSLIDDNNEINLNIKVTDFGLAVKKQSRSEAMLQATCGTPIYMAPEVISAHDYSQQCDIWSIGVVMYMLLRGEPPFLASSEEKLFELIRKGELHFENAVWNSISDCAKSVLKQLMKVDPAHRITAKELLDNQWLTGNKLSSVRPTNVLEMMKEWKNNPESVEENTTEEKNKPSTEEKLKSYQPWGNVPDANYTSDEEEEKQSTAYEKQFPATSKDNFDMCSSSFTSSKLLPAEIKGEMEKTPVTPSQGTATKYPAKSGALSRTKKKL
* hit, by the source's call; i = inactive; / = no result given.

Below each compound – OX1R FRET antag | STK33 inh | KCNQ2 inh
> COc1ccccc1C(=O)NC(CCSC)C(=O)NNC(=O)c1csc(N2CCOCC2)n1 (stereo not drawn)
 : 19 | -2.8 | i
> CC(C)(O)c1[nH]c2ccc(C(F)(F)F)cc2c1C(C)(C)O
 : 17 | -1.2 | i
> CCCN(CCC)CC(=O)NCC1(c2ccccc2)CCOCC1
 : 8 | -0.4 | i
> Cc1cc(Br)ccc1OCC(=O)N(Cc1nc(-c2ccccc2)no1)C(C)C
 : 56* | -0.5 | -6*
> N#C/C(=C\c1cn(CCOc2ccccc2F)c2ccccc12)C(=O)NCc1cccs1
 : 19 | -0.5 | i
> O=c1ccc2ccc(O[C@@H]3O[C@H](CO)[C@@H](O)[C@H](O)[C@H]3O)c(O)c2o1
 : 9 | 1.0 | /
> CCCOc1ccc(-c2nc(N3CCN(CC)CC3)c3ccccc3n2)cc1
 : -10 | 0.0 | i
> COc1ccc(S(=O)(=O)N(C)C[C@H]2Oc3ccc(NC(=O)CCC(F)(F)F)cc3C(=O)N([C@H](C)CO)C[C@@H]2C)cc1
 : -1 | -1.4 | /
> COC(=O)c1cccc(NC(=O)C2COc3ccccc3O2)c1 (stereo not drawn)
 : 15 | -1.3 | i
> CC1CCCCC1Nc1ncnc2sccc12 (stereo not drawn)
 : 20 | 0.6 | i
> COc1ccc(-n2c(Cc3cccn3C)nnc2SCC(=O)Nc2cccc(NC(C)=O)c2)cc1
 : 9 | -0.8 | i
> C#CCOCCOCCOCCNc1nc(N2CCOCC2)nc(N2CCN(C(=O)[C@H]([C@@H](C)CC)n3cc(CCCN=C(N)N)nn3)CC2)n1
 : 16 | -1.2 | i
> NC(=O)C(c1ccc(Sc2ccccc2)nn1)c1ccc(Cl)cc1Cl (stereo not drawn)
 : 12 | 3.8 | i
> COc1ccc(Cl)cc1NC(=O)c1cc(-c2ccccc2)on1
 : 18 | 0.7 | i
> Cc1cc(/C=C2/C(=N)N3C(=NC2=O)SN=C3S(C)(=O)=O)c(C)n1-c1ccccc1
 : 29 | 1.6 | i
> CCOC(=O)c1cccc(N2C(=O)Nc3ccccc3N2O)c1
 : 6 | -0.6 | i
> Cc1nc(-c2nc(-c3c(C(=O)NNC(=O)Nc4cccc(Cl)c4)noc3C)cs2)cs1
 : 24 | -0.4 | i
> Cc1csc(NC(=O)CSc2nnc(-c3ccoc3C)o2)n1
 : 21 | -1.0 | i
> CCn1cc(CN2CCN(Cc3ccsc3)C(CCO)C2)cn1 (stereo not drawn)
 : -2 | -3.3 | i
> COc1ccccc1NS(=O)(=O)c1cccc(C(=O)NNC(=O)C(C)NC(=O)c2ccco2)c1 (stereo not drawn)
 : 1 | -3.5 | /
> Cc1ccc(S(=O)(=O)NNC(=O)c2ccc(F)cc2)cc1
 : 8 | -0.2 | i
> NS(=O)(=O)c1cccc(NC(=O)COC(=O)c2ccccc2SCC(=O)N2CCCC2)c1
 : 4 | 0.2 | /
> CC1Cc2ccccc2N1C(=O)CN(C)CC(=O)Nc1cccc(F)c1 (stereo not drawn)
 : 4 | 0.7 | /
> COc1cc(/C=C/C(=O)OCC(=O)NC(=O)NC(C)(C)C)cc(OC)c1OC
 : 1 | 0.3 | i
> COc1ccc2c(c1)CCCC21NC(=O)N(CC(=O)c2cc(F)ccc2F)C1=O (stereo not drawn)
 : 8 | 0.2 | /
> Cc1cc(OCCCCOc2ccc(S(N)(=O)=O)c(C)c2)ccc1S(N)(=O)=O
 : 5 | -0.2 | i
> N#C/C(=C\c1cccnc1)C(=O)Nc1ccc(Cl)cc1
 : 19 | 0.2 | i
> C=CCn1c(O)c(N=NC(=S)Nc2cccc(C)c2)c2ccccc21
 : 18 | -0.3 | i
> Cc1ccc(C(=O)N/N=C/c2cccc(OC(=O)/C=C/c3ccco3)c2)cn1
 : 26 | 0.7 | i
> COc1ccc(Br)cc1CN(C)CC(O)COc1ccc(Br)cc1 (stereo not drawn)
 : 9 | 0.3 | -6.3*
> Cc1cc(C)n(-c2nc(NCC(C)O)c3c4c(sc3n2)CCCC4)n1 (stereo not drawn)
 : -54 | 0.5 | i
> COc1ccc(CNC(=O)COC(=O)CCCOc2ccc(Cl)cc2Cl)cc1
 : 7 | 0.2 | i
> COc1ccc2c(c1)NC(c1ccc(N(C)C)cc1)c1cccn1-2 (stereo not drawn)
 : 67* | 0.5 | i
> CSc1ncc(CN2CCc3c([nH]c4ccccc34)C2c2cccc(C)n2)cn1 (stereo not drawn)
 : 26 | -0.5 | i
> CCOc1ccccc1C1C(C#N)=C(N)Oc2cc(C)n(C)c(=O)c21 (stereo not drawn)
 : 16 | -0.6 | i
> COc1ccc(OCC(=O)Nc2ccc(N3CCC(C)CC3)cc2)cc1
 : 16 | -0.1 | i
> CCOC(=O)C1=C(C)NC(=O)NC1c1ccc(Cl)cc1Cl (stereo not drawn)
 : 9 | -2.5 | i
> CCC(C)NC(=O)c1ccc(CN2CCc3ccccc3C2)cc1 (stereo not drawn)
 : 3 | 0.9 | i
> COCCN(CCOC)Cc1c(C)[nH]c2ccccc2c1=O
 : 6 | -0.6 | i
> C/C(CC(=O)NCc1ccco1)=N\NC(=O)c1ccc([N+](=O)[O-])cc1Cl
 : 29 | -0.5 | i
> Cc1nn(CC(=O)NCCc2ccccc2)c(=O)c2cc3occc3n12
 : 2 | -0.4 | i
> O=C(Nc1cc(Cl)ccc1F)C1=COCCO1
 : 4 | 0.0 | i
> CC(C)(CN1CCc2ccccc2C1)NS(=O)(=O)c1ccccc1
 : 1 | -1.7 | i
> CCCCCCNC(=O)Cc1c(O)c2ccccc2[nH]c1=O
 : 16 | -1.6 | i
> COC(=O)c1ccc(C(c2c(C)n(C)n(-c3ccccc3)c2=O)c2c(C)n(C)n(-c3ccccc3)c2=O)cc1
 : 13 | -0.7 | i
> O=C(CN(C(=O)CCC(=O)Nc1nccs1)c1ccccc1F)NCc1ccccc1
 : 6 | -1.1 | i
> O=C(CN(CCc1ccccc1)S(=O)(=O)c1ccc(Cl)cc1)N/N=C/c1ccc2c(c1)OCO2
 : 7 | -1.2 | i
> Cn1c(=O)n(C)c2cc(/C=N/NC(=O)c3ccncc3)ccc21
 : 33 | -1.5 | i
> CC1C(C#N)=C(N)OC2=C1C(=O)CC(c1ccccc1)C2 (stereo not drawn)
 : 28 | 0.8 | i
> O=C(COc1ccccc1O)NNc1ccccc1
 : 9 | -1.5 | i
> O=C(CN1CCOc2ccccc21)N1CCN(c2cccc(Cl)c2)CC1
 : 8 | -2.9 | i
> Cc1cccc(NC(=O)c2sc(NC(=O)COc3ccccc3)c(C#N)c2C)c1C
 : 5 | -0.8 | i
> Cc1cc(C)c(S(=O)(=O)c2cccc(Br)c2C)c(=O)[nH]1
 : 13 | -1.7 | i
> O=C(NCc1ccc(F)cc1)C1CCCN(C(=O)Nc2ccccc2)C1 (stereo not drawn)
 : 10 | -2.1 | i
> CCOC(=O)C1(Cc2cccc(OC)c2)CCN(Cc2cnc(N)nc2)CC1
 : 12 | -2.8 | i
> CC1CC(=O)Nc2ccccc2N1C(=O)COc1ccc2cc(Br)ccc2c1 (stereo not drawn)
 : 5 | 0.6 | /
> CC(=O)Nc1cc(-c2nn3c(C)nnc3s2)ccc1C
 : 15 | -4.0 | i
> Cc1ccc(C)c(OCC(=O)NCC(C)(C)N2CCOCC2)c1
 : 4 | 1.1 | /
> Cc1ccccc1C(=O)Nc1ccccc1-n1cccc1
 : 16 | -2.7 | i
> Cc1ccc(-c2noc(CCC(=O)Nc3ccccc3N3CCN(C)CC3)n2)cc1
 : 34 | -1.5 | i

The list goes on.
Below each compound – OX1R FRET antag | STK33 inh | KCNQ2 inh
> COc1ccc(OC)c(/C=N\NC(=O)c2ccc(=O)n(C)c2)c1
 : 26 | -0.9 | i
> COc1cc(C2C3=C(Nc4nc(N)[nH]c(=O)c42)c2ccccc2C3=O)ccc1O (stereo not drawn)
 : 33 | 1.8 | i
> COc1c(Cl)cccc1-c1cn2ccc(C)cc2n1
 : 23 | -4.2 | i
> CC(NC(=O)c1ccccc1)C(=O)OCC(=O)c1c(N)n(C)c(=O)n(C)c1=O (stereo not drawn)
 : -2 | -0.9 | /
> CCc1nnc(NC(=O)c2cccc(S(=O)(=O)N(C)c3ccccc3)c2)s1
 : 8 | 0.6 | i
> Cc1ccnc(NC(=O)c2cccc3ccccc23)c1
 : 34 | -1.0 | i
> COc1ccc(C2C(C#N)=C(N)Oc3cc(C)[nH]c(=O)c32)cc1OC (stereo not drawn)
 : 8 | -1.1 | i
> O=C(CSc1nnc(Cc2ccccc2)o1)c1ccc(F)cc1
 : 26 | 0.8 | i
> CC1CN(c2ccc([N+](=O)[O-])cn2)CC(C)O1 (stereo not drawn)
 : 18 | -0.7 | i
> N#Cc1c(NC(=O)CSc2n[nH]c(N)n2)oc(-c2ccccc2)c1-c1ccccc1
 : 22 | -0.6 | i
> Cc1ccc(C(=O)OCC(=O)N2c3ccccc3NC(=O)C2(C)C)cc1S(=O)(=O)N1CCCCC1
 : 11 | 0.1 | /
> COc1ccc(N2CCN(CC(O)c3c[nH]c4ccc(OC)cc34)CC2C)cc1 (stereo not drawn)
 : 15 | -0.9 | i
> CCC(=O)N(C)C(c1ccccc1Cl)c1nnnn1-c1c(C)cccc1C (stereo not drawn)
 : 74* | -0.9 | i
> Cc1ccc2c(Cl)c(C(=O)NCc3cccnc3)sc2c1
 : 17 | -0.2 | i
> COc1ccc(CC(=O)NNC(=O)CSc2nnc(C)n2-c2ccccc2)cc1
 : 14 | -0.7 | i
> CC1(C)O[C@@H]2[C@@H](CO[C@@]3(COS(N)(=O)=O)OC(C)(C)O[C@@H]23)O1
 : 7 | -1.4 | i
> COc1ccc(C(=O)Nc2sc(C)c(-c3ccccc3)c2C#N)cc1OC
 : 33 | 0.5 | -6.4*
> CCOC(=O)C1(CC2CC2)CCN(Cc2ccc3cccc(F)c3n2)CC1
 : 36 | -1.1 | i
> CCOC(=O)Cc1nn(Cc2nc(-c3ccc(C#N)cc3)cs2)c(=O)c2ccccc12
 : 20 | 1.1 | i
> CCN(CC)c1ccc(N=Nc2nn(C)c(C)c2[N+](=O)[O-])cc1
 : 88* | 0.8 | i
> CN(C)CCSc1nnc2sc3ccccc3n12
 : -2 | -4.5 | i
> COc1ccc(NC(=O)Cn2ccc(C(F)(F)F)n2)cc1S(=O)(=O)N1CCOCC1
 : 16 | 4.2 | /
> CCOC(=O)C1(Cc2cccc(OC)c2)CCN(C(C)COC)CC1 (stereo not drawn)
 : 11 | -0.5 | i
> NC(=O)c1oc2ccccc2c1NC(=O)c1ccc(F)cc1
 : 16 | -0.2 | i
> COc1cccc(-c2noc(C3CCCN(S(=O)(=O)c4cccc(Cl)c4C)C3)n2)c1 (stereo not drawn)
 : 22 | -0.4 | -6*
> Cc1ccc(C)[n+](CC(=O)c2ccc(-c3ccccc3)cc2)c1
 : 10 | -2.6 | i
> COCC(=O)N1CCc2ccc(NC(=O)c3ccc(C(F)(F)F)cc3)cc2C1
 : 12 | -0.5 | i
> CCc1ccc(C(=O)CSC2=C(C#N)C(c3ccco3)C(C(C)=O)=C(C)N2)cc1 (stereo not drawn)
 : 15 | -0.1 | i
> CCn1c(O)c(C=NCc2cccs2)c(=O)n(CC)c1=S
 : 6 | -1.6 | i
> O=C(NCc1n[nH]c(=S)n1-c1cccc(Cl)c1)c1ccc(S(=O)(=O)N2CCCC2)cc1
 : 3 | 1.2 | i
> COc1ccc(NC(=O)CC2(CC(=O)N3CCOCC3)CCCC2)cc1Cl
 : 10 | -0.4 | /
> O=C(NCc1cccs1)c1cccn2c(=O)c3sccc3nc12
 : 20 | -0.6 | i
> Cc1ccc(-c2cc(-c3ccccc3)c(C#N)c(N)n2)o1
 : 21 | 0.0 | i
> CCCCCc1cc(=O)oc2c(C(CCN3CCCC3)c3ccc(N(C)C)cc3)c(OC)cc(OC)c12 (stereo not drawn)
 : 28 | -0.4 | i
> COc1cc(C(=O)NCCCOC(C)C)ccc1OC1CCN(C(C)=O)CC1
 : / | -1.9 | i
> CCOC(=O)C1(CCCc2ccccc2)CCN(Cc2cnn(C)c2)CC1
 : 7 | / | i
> COc1ccc(NS(=O)(=O)c2cc(OC)ccc2OC)cc1
 : 17 | -1.1 | i

Twelve of the compounds above, tab-delimited.
SMILES	OX1R FRET antag	STK33 inh	KCNQ2 inh
Cc1cc(C)n(-c2nc(NCC(C)O)c3c4c(sc3n2)CCCC4)n1 (stereo not drawn)	-54	0.5	i
COc1ccc(CNC(=O)COC(=O)CCCOc2ccc(Cl)cc2Cl)cc1	7	0.2	i
COc1ccc2c(c1)NC(c1ccc(N(C)C)cc1)c1cccn1-2 (stereo not drawn)	67*	0.5	i
CSc1ncc(CN2CCc3c([nH]c4ccccc34)C2c2cccc(C)n2)cn1 (stereo not drawn)	26	-0.5	i
CCOc1ccccc1C1C(C#N)=C(N)Oc2cc(C)n(C)c(=O)c21 (stereo not drawn)	16	-0.6	i
COc1ccc(OCC(=O)Nc2ccc(N3CCC(C)CC3)cc2)cc1	16	-0.1	i
CCOC(=O)C1=C(C)NC(=O)NC1c1ccc(Cl)cc1Cl (stereo not drawn)	9	-2.5	i
CCC(C)NC(=O)c1ccc(CN2CCc3ccccc3C2)cc1 (stereo not drawn)	3	0.9	i
COCCN(CCOC)Cc1c(C)[nH]c2ccccc2c1=O	6	-0.6	i
C/C(CC(=O)NCc1ccco1)=N\NC(=O)c1ccc([N+](=O)[O-])cc1Cl	29	-0.5	i
Cc1nn(CC(=O)NCCc2ccccc2)c(=O)c2cc3occc3n12	2	-0.4	i
O=C(Nc1cc(Cl)ccc1F)C1=COCCO1	4	0.0	i
